# Compound activity as filed in PubChem.
# NR5A2 inv ag: LRH-1 (NR5A2) inverse agonists, primary screen, cell-based, luminescence, HEK293T, StAR-luciferase reporter; Nuclear receptor subfamily 5 group A member 2 (Homo sapiens), O00482; LRH-1 transfected, 24 h; inhibition, % at 3.6 µM; 360,000 tested, 0.13% active; AID 602396, 2012;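 active means inhibition above the mean inhibition of all tested compounds plus 3 SD, cut at about 73% in these data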;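 further: 0% = DMSO wells and 100% = reporter-only cells lacking LRH-1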
# Target sequence (O00482 whole entry, looked up): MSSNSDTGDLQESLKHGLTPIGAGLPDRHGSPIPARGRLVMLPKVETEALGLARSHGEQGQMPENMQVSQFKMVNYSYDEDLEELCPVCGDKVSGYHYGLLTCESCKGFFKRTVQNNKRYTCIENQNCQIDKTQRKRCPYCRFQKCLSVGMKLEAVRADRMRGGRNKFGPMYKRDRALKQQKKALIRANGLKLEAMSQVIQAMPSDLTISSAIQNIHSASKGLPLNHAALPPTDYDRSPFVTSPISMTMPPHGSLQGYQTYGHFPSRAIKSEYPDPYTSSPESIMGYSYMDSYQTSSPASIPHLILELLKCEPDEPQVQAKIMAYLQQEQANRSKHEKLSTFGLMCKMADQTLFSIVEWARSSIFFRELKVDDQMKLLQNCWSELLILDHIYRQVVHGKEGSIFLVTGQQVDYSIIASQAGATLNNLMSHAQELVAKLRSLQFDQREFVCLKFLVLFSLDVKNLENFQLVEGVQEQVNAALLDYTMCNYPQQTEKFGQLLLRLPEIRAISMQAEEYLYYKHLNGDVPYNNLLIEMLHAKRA
# NCOA3 inh: SRC3 coactivator transcriptional activity inhibitors, primary screen, cell-based, luminescence; inhibition, % at 3.6 µM; HEK293 GAL4-SRC3 luciferase reporter; 360,000 tested, 0.17% active;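 active means inhibition above a per-campaign cutoff, the mean of all compounds plus 3 SD, cut at about 60% in these data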;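 further: 0% = DMSO-treated cells and 100% = gossypol-treated cells at 36 µM; higher means less SRC3-driven luciferase light from the GAL4 reporter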
# Shn3 inh set2: reduction of Shn3 3'UTR firefly luciferase signal, primary screen, Schnurri-3 inhibitor project, cell-based, Clone20 osteoblasts, set 2; Clone20 osteoblast Shn3 3'UTR firefly luciferase, 24 h; 360,000 tested, 0.52% active; AID 588674, 2011; inhibition, % at 12.5 µM;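 active means mean inhibition of at least 75% with every replicate also reaching 75%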;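 further: 0% = median of neutral control wells and 100% = pilot-screen positive control compound; some compounds past the cut are filed as inactive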
# CF NFkB block: inhibitors of PAF-induced NF-kB signaling, primary screen, cell-based, GFP fluorescence, uHTS; KKLEB NF-kB-GFP reporter, GFP fluorescence overnight; 360,000 tested, 0.86% active; inhibition, % at 5 µM;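 active means at least 50% inhibition at 5 µM, scaled per plate between neutral and stimulator controls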;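 further: PAF is a Pseudomonas aeruginosa culture filtrate used as stimulus; plate controls were PAF-stimulated DMSO wells for no effect and unstimulated DMSO wells for full effect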
# SRC1 inh: SRC1 coactivator transcriptional activity inhibitors, primary screen, cell-based, luminescence | 360,000 tested, 0.12% active | Nuclear receptor coactivator 1 (Homo sapiens), Q15788 | inhibition, % at 3.6 µM | HEK293 GAL4-SRC1 luciferase reporter | AID 588354, 2011;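 active means inhibition above the campaign mean plus 3 SD, with each screening campaign given its own cutoff, cut at about 60% in these data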;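 further: 0% = DMSO treated cells and 100% = gossypol at 36 µM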
# TROY NFkB inh: inhibitors of TROY-driven NF-kB signaling, primary screen, Q293 LMP1-TROYcd cells, NF-kB luciferase, uHTS; Q293 LMP1-TROYcd NF-kB luciferase reporter, 4 h; inhibition, % at 10 µM; 360,000 tested, 0.98% active; AID 1347056, 2019;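 active means compounds whose plate-normalised and pattern-corrected inhibition of the luciferase reporter signal at the single screening dose is 50% or more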
# KKLEB tox: cytotoxicity in KKLEB CF airway cells, primary screen, cytotoxicity control for CF NF-kB inhibitor project, cell-based, uHTS, fluorescence assay plates | KKLEB CF airway cells viability, ATPlite luminescence, overnight; hits give low values; cells stimulated with P. aeruginosa culture filtrate | activity change (cytotoxicity), % at 5 µM | 360,000 tested, 0.36% active;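 active means corrected activity change at or below -50% at 5 µM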
# LMP1 NFkB inh: EBV LMP1-driven NF-kappaB luciferase reporter inhibitors, primary screen, cell-based, luminescence, single point. LMP1-induced NF-kappaB luciferase reporter cells. inhibition, % at 12.5 µM. 350,000 tested, 0.69% active; in the data active means inhibition above about 41%;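 further: 0% = neutral control wells and 100% = reference inhibitor control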
# TWEAK-Fn14 inh: inhibitors of TWEAK-Fn14 signaling, primary screen, luciferase reporter cells, uHTS; 360,000 tested, 2% active; TWEAK-stimulated Fn14 reporter cells, luciferase luminescence, 8 h; inhibition, % at 10 µM; AID 1159606, 2016; in the data active means inhibition above about 50%
# NR2F2 inh: NR2F2 transcriptional activity inhibitors, primary screen, cell-based, luciferase reporter, HEK293T, luminescence; COUP transcription factor 2 (Homo sapiens), P24468; AID 686940, 2013; 370,000 tested, 0.7% active; HEK293T NGFI-A luciferase reporter; inhibition, % at 8.6 µM;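 active means inhibition above a per-plate cutoff, mean inhibition of test wells between control levels plus 3 SD, cut at about 38% in these data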;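 further: cells cotransfected with COUP-TFII expression vector driving the NGFI-A reporter; 0% = median of COUP-TF2 test wells and 100% = reporter-only cells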
# Target sequence (P24468 whole entry, looked up): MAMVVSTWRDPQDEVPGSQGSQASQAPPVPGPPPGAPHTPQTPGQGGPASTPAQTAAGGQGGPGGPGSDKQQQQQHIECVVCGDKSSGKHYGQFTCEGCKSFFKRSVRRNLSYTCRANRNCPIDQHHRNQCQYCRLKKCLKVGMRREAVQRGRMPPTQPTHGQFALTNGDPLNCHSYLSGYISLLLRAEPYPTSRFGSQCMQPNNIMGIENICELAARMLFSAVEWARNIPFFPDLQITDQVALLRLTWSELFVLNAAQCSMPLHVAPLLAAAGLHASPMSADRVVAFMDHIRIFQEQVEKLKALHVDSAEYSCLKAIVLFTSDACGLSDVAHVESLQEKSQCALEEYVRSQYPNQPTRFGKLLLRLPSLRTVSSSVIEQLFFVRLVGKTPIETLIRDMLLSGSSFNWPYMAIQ
# C8 TRAIL sens: viability loss with TRAIL in NB7+C8 cells, primary screen, TRAIL sensitizer project, cell-based, ATPlite luminescence; inhibition (viability loss, TRAIL sensitization), % at 10 µM; AID 624354, 2012; 360,000 tested, 1% active;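 active means compounds causing at least 50% loss of cell viability in the single-dose screen, relative to plate controls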
# * = called active by the depositor; . = not tested or not shown. A portion of the library, so the mix of outcomes need not match the whole.
SMILES,NR5A2 inv ag,NCOA3 inh,Shn3 inh set2,CF NFkB block,SRC1 inh,TROY NFkB inh,KKLEB tox,LMP1 NFkB inh,TWEAK-Fn14 inh,NR2F2 inh,C8 TRAIL sens
Cc1cc(C)c(NC(=O)C(C)N2CCCCCC2)c(C)c1 (stereo not drawn),-11,14,12,-19,1,-9,-1,-1,-228,-2,-14
O=C1Nc2ccccc2NC(c2ccc3c(c2)OCO3)=C1N(Cc1ccc(F)cc1)C(=O)c1ccco1,9,.,.,.,.,-4,.,.,9,5,-11
CCN(CC)C(=O)CC(c1ccc(N(C)C)cc1)c1c(O)cc(OC)cc1OC (stereo not drawn),-14,-9,-7,-20,4,-10,-8,1,-1,13,1
O=c1c(Cc2c(F)cccc2Cl)c(O)ccn1CCCN1CCOCC1,0,4,5,2,11,-27,-2,4,13,4,-5
O=C(O)c1ccc(-n2cccc2/C=N\NC(=O)c2cc3cc(Br)ccc3o2)cc1,-11,-5,3,-12,-7,-11,4,-3,7,-4,5
Oc1cc2c(cc1CN1CCc3ccccc3C1)OCO2,4,8,3,-16,-1,18,17,0,31,-8,-12
O=C(CN1C(=O)c2ccccc2C1=O)N(CCO)Cc1ccccc1,1,-6,-5,-4,10,19,0,-4,11,-18,-9
COc1ccc(C(=O)N/C(N)=N/c2nc3ccccc3o2)cc1,-22,-30,.,-10,-32,-13,0,-2,-7,-12,-5
Cc1ccc(/C(O)=C2/C(=O)C(=O)N(CCN3CCOCC3)C2c2ccccn2)cc1 (stereo not drawn),-69,-36,-35,-18,-52,-23,2,-7,-26,-22,-18
Cc1cnc(CNC(=O)c2ccc3sc([C@H]4C[C@H](O)[C@@H](CO)O4)nc3c2)cn1,6,-4,-5,-5,-19,17,0,.,-15,7,-1
COc1ccc(C(=O)Nc2nc3cc(OC)c(OC)cc3c(=O)[nH]2)cc1,16,-5,-6,16,-15,1,-18,-13,-22,1,3
O=C(Cn1ncn2c(cc3ccccc32)c1=O)NCCC1=CCCCC1,-2,3,-2,4,-6,4,0,2,9,3,-12
CCN(Cc1nc2cc(Cl)ccc2c(=O)[nH]1)C(=O)C1CC(=O)N(c2cccc3ccccc23)C1 (stereo not drawn),-9,-17,-15,8,-2,2,4,3,24,20,-12
COC(=O)c1ccccc1NC(=O)Nc1nnc(N2CCCCC2C)s1 (stereo not drawn),5,-21,-26,1,-10,-4,-6,-4,-7,.,-4
Cc1nc2ccc(NC(=O)c3ccc(S(=O)(=O)N(C)c4ccccc4)cc3)cc2s1,-12,15,34,2,7,56*,19,7,58*,49*,0
Cc1cc(C(=O)N2CCN(c3ccccc3Cl)CC2)c(C)o1,-61,-60,-71,4,-32,-31,7,-18,-41,-10,-16
CC12CN(S(=O)(=O)c3ccccc3)CC(C)(CN(S(=O)(=O)c3ccccc3)C1)C2,2,12,11,-4,-1,-15,-3,1,-5,-6,3
COCCNc1nc(Oc2cccc(F)c2)c2sccc2n1,34,1,3,33,17,-5,-14,.,13,1,2
CNS(=O)(=O)c1cccc(C(=O)OCC(=O)N(Cc2ccccc2)C(C)(C)C)c1,-10,-25,13,-3,3,6,6,1,5,2,-1
CCCOc1ccccc1NC(=O)/C=C/C(N)=O,-20,11,-6,16,5,-2,-1,-1,10,14,13
Cc1ccc(Cl)cc1NC(=O)CSc1nncn1-c1ccccn1,-8,-6,-2,-10,4,1,0,-4,-3,22,1
Cc1cnc(CNC(=O)CC2C(=O)NCCN2Cc2ccccc2C(F)(F)F)cn1 (stereo not drawn),11,-4,-7,12,-15,10,-6,-18,15,-15,-6
CC(C)(C)NC(=S)NNC(=O)c1ccccc1Cl,-6,12,-27,20,-14,-22,-14,-3,-3,-4,10
CCOc1ccc(S(=O)(=O)N2Cc3ccccc3CC2C(=O)NCCCn2ccnc2)cc1 (stereo not drawn),-13,-9,-6,7,-2,-3,-2,-13,11,24,23
Cc1cccc(OCc2nnc(SCC(=O)Nc3cccc(C(=O)N4CCOCC4)c3)n2C)c1,-5,13,11,12,14,-3,-16,3,2,5,3
COc1ccc(Cl)cc1NC(=O)C(C)N(C)Cc1cccc(Cl)c1Cl (stereo not drawn),9,11,14,2,-10,4,4,7,-4,7,1
Cc1cc(C)n(/C(=C\N(C)C)C(=O)c2cccc([N+](=O)[O-])c2)n1,-8,0,4,-1,-7,-27,5,-2,-2,-5,6
CNc1ccc([N+](=O)[O-])cc1,-24,-27,-26,3,-20,-30,-8,-11,4,-1,-8
CCOC1=C2CN(S(=O)(=O)c3ccc(C)cc3)[C@H](c3cccc4ccccc34)C[C@H]2C(C#N)(C#N)C(C#N)(C#N)C1,-6,-10,61,39,-1,1,-13,.,16,.,9
Cc1nc(N/C(N)=N/S(=O)(=O)c2ccc([N+](=O)[O-])cc2)nc2ccccc12,-6,4,0,-4,5,-8,6,-1,-1,-9,-3
Cc1ccc(S(=O)(=O)N(C)CC(=O)N2CC(C)OC(C)C2)cc1 (stereo not drawn),-16,14,-18,-18,-38,-9,-17,-24,-13,-12,-8
COc1cc(C[C@@H]2C(=O)OC[C@H]2Cc2ccc(OC)c(OC)c2)ccc1O,43,20,77,6,22,23,-5,24,27,70*,13
CC(/C=C1\SC(=S)N(CC(=O)O)C1=O)=C\c1ccccc1,-9,16,-13,6,-2,-32,1,-8,-2,0,3
NC(=S)N/N=C1/CCSc2ccc3ccccc3c21,18,13,-1,-24,-21,-1,-4,-8,1,14,1
Cc1cc(C)n2nc(C(=O)OCC(=O)N(C)CC(=O)Nc3ccc(F)cc3)nc2n1,-13,0,-6,4,-1,8,-6,-7,1,1,2
Cc1cc(C)c2c(c1)c1nnc(SCCN3CCCCC3)nc1n2C,25,-3,53,-19,-13,-27,-3,-16,-1,-22,-5
CN(CC(=O)Nc1cc(C(F)(F)F)ccc1-n1cncn1)Cc1nc2ccccc2c(=O)[nH]1,8,7,-12,-23,-4,-6,6,-1,-9,-21,2
COc1ccc(/C=N/NC(=O)c2cc(C)on2)c2ccccc12,-4,-16,-7,-1,-6,-10,3,12,11,-5,-7
CCN(CC)S(=O)(=O)c1ccc(N2CCOCC2)c(NC(=O)C2=COCCO2)c1,4,6,-3,0,-7,0,10,6,-8,17,2
O=C(CCCNC(=O)c1ccc(Cl)cc1)NCc1ccccc1Cl,11,4,13,7,0,11,2,3,-8,-12,-8
CN(c1ccc(OCC(=O)N2CCOCC2)cc1)S(=O)(=O)c1ccc(F)cc1,3,11,18,6,-2,4,9,2,-8,13,4
Cc1ccc(S(=O)(=O)N2CCOCCOCCOCCOCCOCC2)cc1,-6,-26,-5,1,-5,13,3,3,8,3,-10
COc1ccc(S(=O)(=O)N2CCOCC2)cc1NS(=O)(=O)/C=C/c1ccccc1,11,3,-3,4,11,8,0,-5,11,12,0
O=S(=O)(c1ccc(Cl)cc1)N1CCn2c1nc1ccccc12,2,-7,14,-8,6,-6,4,1,-4,6,-10
COc1ccc(NC(=O)CN(C)C(=O)c2cc(-c3ccncc3)nc3ccccc23)cc1,24,8,7,16,15,-23,-10,0,3,6,-16

# Copied from the listing for reference:
SMILES,NR5A2 inv ag,NCOA3 inh,Shn3 inh set2,CF NFkB block,SRC1 inh,TROY NFkB inh,KKLEB tox,LMP1 NFkB inh,TWEAK-Fn14 inh,NR2F2 inh,C8 TRAIL sens
COc1ccc(S(=O)(=O)N2CCOCC2)cc1NS(=O)(=O)/C=C/c1ccccc1,11,3,-3,4,11,8,0,-5,11,12,0
O=S(=O)(c1ccc(Cl)cc1)N1CCn2c1nc1ccccc12,2,-7,14,-8,6,-6,4,1,-4,6,-10
COc1ccc(NC(=O)CN(C)C(=O)c2cc(-c3ccncc3)nc3ccccc23)cc1,24,8,7,16,15,-23,-10,0,3,6,-16

# Further compounds.
SMILES,NR5A2 inv ag,NCOA3 inh,Shn3 inh set2,CF NFkB block,SRC1 inh,TROY NFkB inh,KKLEB tox,LMP1 NFkB inh,TWEAK-Fn14 inh,NR2F2 inh,C8 TRAIL sens
CCN(CC)C(=O)Cn1cc(C(=O)C(=O)Nc2ccc3c(c2)OCO3)c2ccccc21,0,-3,2,26,-5,-19,-1,1,-23,-9,21
COc1ccc(CNCc2ccc(F)cc2)c(OC)c1,17,-9,12,5,-13,3,-8,-2,-12,-17,-12
CN(C)S(=O)(=O)c1cccc(NC(=O)NCCCl)c1,-1,16,-5,-13,0,1,18,-6,5,-4,2
Cc1c(C(=O)Nc2ccc(Cl)cc2)c2ccccn2c1CCc1ccncc1,-66,-41,-18,11,-53,-40,3,9,20,-6,-1
Cc1ccccc1OC(=O)CCC(=O)OCCCC(F)(F)C(F)(F)F,19,14,4,2,11,-53,-1,4,-27,13,-5
Cn1c(=O)oc2cc(S(=O)(=O)N3CCCC(C(=O)NC4CCCc5ccccc54)C3)ccc21 (stereo not drawn),-2,27,5,-17,24,23,8,2,-3,3,-1
OC[C@@H]1CN(CCc2ccccc2)C[C@H](n2cnc3c(N4CCOCC4)ncnc32)O1,-13,6,7,0,9,13,7,.,-3,-5,-10
COC(=O)c1ccc(Cn2nc(C(F)(F)F)cc2C)cc1,16,27,17,7,-28,-17,-1,-9,1,-3,9
Cn1c(=O)c2c(ncn2Cc2nnc(N)s2)n(C)c1=O,-6,-6,3,-6,2,15,-11,-4,8,3,-4
O=C(CC[C@H]1O[C@@H](n2cnc3c(NC(=O)c4ccccc4)ncnc32)[C@H](O)[C@@H]1O)NCC(c1ccccc1)c1ccccc1,2,10,-3,6,-2,14,2,.,-3,4,1
O=S(=O)(c1cccc2nsnc12)N1CCCC1,2,2,-11,16,-8,-7,-2,7,-3,9,-6

# Single records (already shown). Order of screens: NR5A2 inv ag, NCOA3 inh, Shn3 inh set2, CF NFkB block, SRC1 inh, TROY NFkB inh, KKLEB tox, LMP1 NFkB inh, TWEAK-Fn14 inh, NR2F2 inh, C8 TRAIL sens
# `Cc1ccc(S(=O)(=O)N2CCOCCOCCOCCOCCOCC2)cc1` across the screens: -6, -26, -5, 1, -5, 13, 3, 3, 8, 3, -10
# `OC[C@@H]1CN(CCc2ccccc2)C[C@H](n2cnc3c(N4CCOCC4)ncnc32)O1` across the screens: -13, 6, 7, 0, 9, 13, 7, ., -3, -5, -10
# `Cn1c(=O)c2c(ncn2Cc2nnc(N)s2)n(C)c1=O` across the screens: -6, -6, 3, -6, 2, 15, -11, -4, 8, 3, -4
# `O=C(O)c1ccc(-n2cccc2/C=N\NC(=O)c2cc3cc(Br)ccc3o2)cc1` across the screens: -11, -5, 3, -12, -7, -11, 4, -3, 7, -4, 5
